High-throughput results (PubChem BioAssay)
Pin1 inh – qHTS Assay to Find Inhibitors of Pin1; Potency, µM (titrated, usually from 115 µM), inactives show at the top dose activity, negative = inhibition, hits mostly inhibitors; Pin1 FP peptide displacement, HiFluor488, 10 min; AID 504891, 2011; Peptidyl-prolyl cis-trans isomerase NIMA-interacting 1 (Homo sapiens), Q13526; 390,000 compounds, 0.009% hits; active = well fitted inhibition curve with a large enough effect in the polarisation, with a control signal flat, not every such curve was filed as active; inconclusive = small, poorly fitted or top-dose-only effect, or effect the other way, or a change in a side signal; inactive = no such curve, though single readings can be large or run the other way; the % refers to the polarisation; note: % is set by controls: 0 for no effect and ±100 for the full control effect
BAZ2B inh – qHTS Assay for Inhibitors of BAZ2B; 360,000 compounds, 4.4% hits; Potency, µM (doses to about 114 µM), inactives show at the highest dose activity change, negative = inhibition, hits mostly inhibitors; AlphaScreen BAZ2B-H3K14Ac peptide displacement; AID 504333, 2011; Bromodomain adjacent to zinc finger domain protein 2B (Homo sapiens), Q9UIF8; note: % is set by controls: 0 for no effect and ±100 for the full control effect; nearly all actives have a fitted effect of over 60% in size
Target sequence (Q9UIF8 whole entry, looked up, the tested form may be a part): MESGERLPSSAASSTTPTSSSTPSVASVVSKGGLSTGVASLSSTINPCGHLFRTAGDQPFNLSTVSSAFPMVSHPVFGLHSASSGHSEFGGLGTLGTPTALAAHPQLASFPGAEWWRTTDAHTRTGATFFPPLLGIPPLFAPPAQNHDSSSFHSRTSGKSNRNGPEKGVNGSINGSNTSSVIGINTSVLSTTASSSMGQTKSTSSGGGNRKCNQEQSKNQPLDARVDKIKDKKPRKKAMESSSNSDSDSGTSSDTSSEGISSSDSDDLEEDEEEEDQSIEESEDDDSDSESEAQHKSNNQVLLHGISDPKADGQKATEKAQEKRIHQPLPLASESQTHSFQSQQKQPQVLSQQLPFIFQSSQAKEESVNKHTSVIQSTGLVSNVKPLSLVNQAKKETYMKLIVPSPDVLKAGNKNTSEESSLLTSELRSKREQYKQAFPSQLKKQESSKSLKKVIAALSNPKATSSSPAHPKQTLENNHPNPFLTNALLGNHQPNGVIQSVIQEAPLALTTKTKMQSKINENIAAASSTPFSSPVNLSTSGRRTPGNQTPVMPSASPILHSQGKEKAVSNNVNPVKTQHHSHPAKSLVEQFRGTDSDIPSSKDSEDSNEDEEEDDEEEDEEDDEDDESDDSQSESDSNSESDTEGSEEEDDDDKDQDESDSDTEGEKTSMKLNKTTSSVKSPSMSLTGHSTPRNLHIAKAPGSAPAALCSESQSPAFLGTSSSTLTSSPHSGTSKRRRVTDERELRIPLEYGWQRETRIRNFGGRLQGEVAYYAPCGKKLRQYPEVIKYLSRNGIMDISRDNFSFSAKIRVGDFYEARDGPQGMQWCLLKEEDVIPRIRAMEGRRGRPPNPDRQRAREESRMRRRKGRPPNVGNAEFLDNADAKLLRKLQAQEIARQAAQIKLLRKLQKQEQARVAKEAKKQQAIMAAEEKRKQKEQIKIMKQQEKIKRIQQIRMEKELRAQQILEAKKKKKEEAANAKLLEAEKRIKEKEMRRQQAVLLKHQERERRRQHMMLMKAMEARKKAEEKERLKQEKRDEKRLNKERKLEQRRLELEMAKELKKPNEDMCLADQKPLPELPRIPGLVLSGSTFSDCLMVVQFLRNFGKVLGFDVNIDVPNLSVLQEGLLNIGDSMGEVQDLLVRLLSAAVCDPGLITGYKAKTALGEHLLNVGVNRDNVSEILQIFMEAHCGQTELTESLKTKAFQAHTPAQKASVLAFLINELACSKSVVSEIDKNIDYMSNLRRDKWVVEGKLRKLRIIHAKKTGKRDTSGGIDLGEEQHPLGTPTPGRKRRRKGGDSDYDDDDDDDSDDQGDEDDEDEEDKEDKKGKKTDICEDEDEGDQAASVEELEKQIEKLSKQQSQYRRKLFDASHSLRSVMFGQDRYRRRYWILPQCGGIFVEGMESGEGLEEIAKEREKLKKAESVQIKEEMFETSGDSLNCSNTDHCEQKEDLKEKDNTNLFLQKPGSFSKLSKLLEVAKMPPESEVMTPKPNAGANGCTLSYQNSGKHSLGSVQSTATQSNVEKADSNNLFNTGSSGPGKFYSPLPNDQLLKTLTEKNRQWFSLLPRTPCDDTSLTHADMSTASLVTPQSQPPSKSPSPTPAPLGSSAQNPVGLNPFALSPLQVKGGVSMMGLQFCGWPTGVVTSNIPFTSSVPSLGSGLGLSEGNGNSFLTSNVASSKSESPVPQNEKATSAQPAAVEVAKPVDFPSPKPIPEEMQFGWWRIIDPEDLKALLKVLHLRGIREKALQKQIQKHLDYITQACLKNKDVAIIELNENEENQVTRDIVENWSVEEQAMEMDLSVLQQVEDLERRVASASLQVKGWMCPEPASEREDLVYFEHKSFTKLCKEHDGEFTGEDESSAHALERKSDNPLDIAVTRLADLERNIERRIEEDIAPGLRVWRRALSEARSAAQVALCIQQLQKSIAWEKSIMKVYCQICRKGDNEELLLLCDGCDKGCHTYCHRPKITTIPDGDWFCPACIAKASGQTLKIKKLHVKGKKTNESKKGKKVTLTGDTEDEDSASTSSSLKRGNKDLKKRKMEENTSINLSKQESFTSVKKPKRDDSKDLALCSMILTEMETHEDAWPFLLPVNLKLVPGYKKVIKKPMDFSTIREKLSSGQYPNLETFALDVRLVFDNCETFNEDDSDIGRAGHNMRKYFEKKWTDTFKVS
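Complex of BAZ2B and biotin-H3K14Ac (50 nM apiece) forms over 30 min at RT, then faces library compounds up to 110 uM for another 30 min; AlphaScreen beads added, 20 min dark incubation, luminescence read.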
Pol iota inh – qHTS for Inhibitors of Polymerase Iota; Pol iota fluorescent replication assay, 10 min; DNA polymerase iota (Homo sapiens), Q9UNA4; AID 588590, 2011; 390,000 compounds, 1% hits; Potency, µM (highest dose often 115 µM), inactives show at the top dose activity, negative = inhibition, hits mostly inhibitors
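Fluorescent replication assay read twice, at 0 min and 10 min after adding 50 nM (final) substrate. Enzyme (10 nM) and compounds were first incubated 15 min at room temperature; enzyme-free buffer wells were negative controls.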
BLM inh – qHTS Assay for Inhibitors of Bloom's syndrome helicase (BLM); RecQ-like DNA helicase BLM (Homo sapiens), P54132; recombinant BLM DNA unwinding, fluorescence dequenching; Potency, µM (series often up to 56.1 µM), for inactives: top-dose activity change, negative = inhibition, usual class: inhibitors; 350,000 compounds, 0.2% hits; AID 2528, 2010;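 note: plate controls were vehicle for no effect and no enzyme for full effect; nearly all actives have a fitted effect of over 35% in size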
Tb PGK inh – qHTS Assay to Find Inhibitors of Phosphoglycerate Kinase; Phosphoglycerate kinase, glycosomal (Trypanosoma brucei brucei), P07378; PGK/GAPDH coupled, Kinase-Glo luminescence, 60 min; Potency, µM (titrated, usually from 57.5 µM), for inactives: at the highest dose activity change, negative = inhibition, actives largely listed as inhibitors; 380,000 compounds, 0.043% hits; AID 602233, 2012; note: % is set by controls: 0 for no effect and ±100 for the full control effect; nearly all actives have a fitted effect of over 60% in size
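Recombinant glycosomal PGK reaction used 1,3-bisphosphoglycerate generated in-well by GAPDH (100nM final) in 100mM TEA pH 7.6, 5mM MgCl2, 0.01% Tween-20. After 60 minutes at room temperature, ATP was read by Kinase-Glo Plus luminescence end-point.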
G9a inh – qHTS Assay for Inhibitors of Histone Lysine Methyltransferase G9a; Potency, µM (highest dose often 102 µM), without a hit: top-dose activity, negative = inhibition, actives largely listed as inhibitors; Histone-lysine N-methyltransferase EHMT2 (Homo sapiens), Q96KQ7; 350,000 compounds, 8.8% hits; G9a H3K9 monomethylation, AlphaScreen, 2 h; AID 504332, 2011; note: % is set by controls: 0 for no effect and ±100 for the full control effect; nearly all actives have a fitted effect of over 75% in size
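Quantitative HTS format: methyltransferase activity on a biotin-tagged H3K9 peptide is measured by AlphaScreen, using a rabbit anti-monomethyl-H3K9 antibody with streptavidin donor and anti-IgG acceptor beads. Final levels are 20 nM enzyme, 500 nM peptide, 20 uM SAM; 2 h RT.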
GLS inh – qHTS for Inhibitors of Glutaminase (GLS). Glutaminase kidney isoform, mitochondrial (Homo sapiens), O94925. GLS enzymatic activity, qHTS titration. Potency, µM (series often up to 45.5 µM), inactives show top-dose activity change, negative = inhibition, actives largely listed as inhibitors. 410,000 compounds, 0.21% hits. AID 624170, 2012; note: % is set by controls: 0 for no effect and ±100 for the full control effect
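Coupled fluorescence readout: glutamate oxidase/HRP/Amplex Red detect glutamate formed by hKGA from L-glutamine (1 mM solution added). Buffer 45 mM KH2PO4 pH 8.2, 0.02% Tween-20; reads at t0 and 30 min RT.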
JMJD2A Tudor – qHTS Assay for Inhibitors of JMJD2A-Tudor Domain. Lysine-specific demethylase 4A (Homo sapiens), O75164. AlphaScreen JMJD2A-Tudor / H3K4me3 peptide binding. Potency, µM (highest dose often 114 µM), without a hit: at the top dose activity change, negative = inhibition, usual class: inhibitors. 390,000 compounds, 4.4% hits. AID 504339, 2011; note: % is set by controls: 0 for no effect and ±100 for the full control effect; nearly all actives have a fitted effect of over 50% in size
HP1b chromo inh – HTS for Inhibitors of HP1-beta Chromodomain Interactions with Methylated Histone Tails | AID 540317, 2011 | AlphaScreen HP1-beta / biotin-H3K9me3 peptide binding | 390,000 compounds, 0.56% hits | Potency, µM (series often up to 114 µM), without a hit: at the highest dose activity change, negative = inhibition, hits mostly inhibitors; note: nearly all actives have a fitted effect of over 70% in size; inactives centre near 23
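HP1-beta protein (50 nM final) preincubated 30 min at room temperature with biotinylated H3(1-18)K9me3 peptide (50 nM) in PBS pH 7.4, 0.01% Tween-20, then compound added for 30 min. AlphaScreen streptavidin donor/nickel chelate acceptor beads (10 ug/mL final), 30 min dark, luminescence read.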
Starred values were filed as active, the others as inactive; i = inactive; ? = inconclusive; . = no result given; & = joins results of further samples; [ ] = another dose, or the depositor's remark. Unless noted, calls come from the whole dose curve; as a rule, active = well fitted curve in the direction sought with a large enough effect; inconclusive = small, poorly fitted or top-dose-only effect, or another doubt; inactive = no such curve, though single readings can be large; an effect the other way counts as inactive or inconclusive. Potency is the fitted concentration of half-maximal effect. These rows are one share of the data, so the mix of outcomes need not match the whole.

SMILES	Pin1 inh	BAZ2B inh	Pol iota inh	BLM inh	Tb PGK inh	G9a inh	GLS inh	JMJD2A Tudor	HP1b chromo inh
COc1ccc(CCNC(=O)c2ccc3c(c2)N(Cc2ccc(C)cc2)CCS3)cc1OC	10%&-10%	-27%	38%&-7%[activator]	-7%&-14%	-2%&9%	-14%	4%&4%	-28%	-8%[57 µM]
CCOc1cc([C@H]2[C@@H]3CCCC[C@]3(O)CCN2CC(=O)NCc2ccco2)ccc1O	4%	18%	266%[activator]	-2%	i	17%[59 µM]	3%	-24%	2%
CC(C(=O)NCc1ccccc1Cl)n1cc([N+](=O)[O-])cn1 (configuration not stated)	-3%	0%	28%	1%	-9%	.	-7%	3%	3%
CC1CCCCN1C(=O)C(=O)c1cn(CC(=O)N2CCCC2)c2ccccc12 (configuration not stated)	6%	-2%	48%[activator]	-4%	2%	.	8%	-11%	55%[activator]
C=C1CCN([C@@H](C)C(=O)NCc2cc(OC)c(OC)c(OC)c2)S(=O)(=O)c2ccccc21	6%	2%	5%	0%	9%	28%[12.7 µM]	0%	-16%	23%
CC(C)Cc1ccc(C(C)C(=O)Nc2nccs2)cc1 (configuration not stated)	-5%	1%	20%	-4%	i	?	0%	-17%	8%
CCCCn1c(NC(=O)C2CCCCC2)nc2ccccc21	1%	12%	6%	-4%	4%	72%[activator][59 µM]	8%	-5%	59%[activator]
COc1cccc(N2CCN(C3CCCC(C)C3)CC2)c1 (configuration not stated)	-12%	-3%	17%	-4%	i	?	25%	-25%	17%
O=C(O)CC(CC(=O)Nc1ccc(-n2ccc(C(F)(F)F)n2)cc1)c1ccccc1 (configuration not stated)	2%	-20%	28%	1%	7%	7%	4%	-1%	33%
COC(=O)c1ccccc1NS(=O)(=O)c1ccc(NC(C)=O)cc1	-9%	-14%	43%[activator]	-3%	i	18%	2%	-23%[57.1 µM]	-18%
O=C(COC(=O)c1ccc(O)cc1O)c1ccc2c(c1)OCO2	1%	-18%	20%	-7%	-2%	1%	-1%	-4%	32%
COCCN(C(=O)CSCc1ccc(C)cc1)c1c(N)n(CC(C)C)c(=O)[nH]c1=O	5%	-3%	27%	.	-9%	19%[12.7 µM]	-1%	-13%	40%[activator]
CCN(CC)CCN(C(=O)Cn1nnc(-c2ccc(C)o2)n1)C(C(=O)NC1CCCC1)c1ccc(F)cc1 (configuration not stated)	1%	-13%	9%	-4%	-3%	?	-6%	-7%	-10%
CC(/C=C/c1ccco1)=N\NC(=O)c1cc(Cl)ccc1O	19%	-34%	40µM*	-7%	7%	40µM*	-4%	-34%	7%
CCN(CC)CCNC1=NCCn2c1cc1cc(OC)ccc12	?	-4%	8%	4%	-1%	?	11%	-16%[57.1 µM]	86%[activator]
COc1ccc(CNC(=O)COC(=O)CCC2CCCCC2)cc1	-2%	24%	21%	-5%	i	5%	1%	8%	59%[activator]
COc1ccc(OCCOCCOc2ccc(C)cc2[N+](=O)[O-])cc1	15%	9%	40%[activator]	-1%	0%	19%[59 µM]	-1%	-4%	40%[activator]
O=C(O)CCC(=O)NNC(=O)COc1cccc(Cl)c1	5%	-5%	20%	-1%	-2%	-27%	0%	-11%	13%[57 µM]
Cn1c(NC(=O)C[n+]2cc(-c3ccc(Cl)cc3)n3c2CCC3)cc(=O)n(C)c1=O	11%	8%	1%	-4%	0%	16%[59 µM]	-1%	-9%	38%
N/N=C(\c1ccccc1)C12CN3CN(CN(C3)C1)C2	-2%	-21%	19%	0%	-6%	?	0%	-13%	33%
COC(=O)c1sc(N2C(=O)c3oc4ccc(C)cc4c(=O)c3C2c2ccc(OC)cc2)nc1C (configuration not stated)	-1%	-1%	9%	-4%	-1%	4%[59 µM]	-3%	5%	39%[activator]
Nc1ccc(CCc2ccccn2)cc1	-1%	.	9%	.	-9%	.	21%	-9%	33%[57 µM]
CCN(CC(=O)Nc1c(F)cccc1F)C(=O)CCN1C(=O)C2CC=CCC2C1=O (configuration not stated)	-5%	2%	24%	.	8%	4%[0.501 µM]	-4%	-15%	-10%
CCCCOc1ccc(CNn2c(C)nc3ccccc3c2=O)cc1	9%	25%	33%[activator]	-3%	2%	-1%[0.0925 µM]	0%	1%	67%[activator]
Cc1ccc(S(=O)(=O)C(NC(=O)c2ccccc2)=C(Cl)Cl)cc1	4%	.	-3%	.	i	.	-2%	-17%[57.1 µM]	10%
O=C(c1ccccc1)N1CCN(Cc2ccc3c(c2)OCO3)CC1	-17%	4%	32%	-5%	i	20%	-12%	-6%	13%
CC(=O)Nc1ccc(C)cc1-c1nc2ccccc2n(Cc2cccc(Br)c2)c1=O	-1%	2%	32%[activator]	-2%	-7%	-50%[59 µM]	-4%	-5%	36%
COc1ccc(S(=O)(=O)N(C)CC(=O)Nc2ccc3c(c2)OCO3)cc1	-9%	24%	?	-2%	7%[11.5 µM]	-27%[59 µM]	-5%	-14%	33%
CON(C)C(=O)C[C@@H]1C[C@H](OC(=O)c2ccc([N+](=O)[O-])cc2)CN1C(=O)OC(C)(C)C	-6%	.	20%	.	-9%	.	1%	-11%	28%
Cc1c(NC(=O)c2ccco2)c(=O)n(-c2ccccc2)n1C	-3%	11%	-5%	-2%	-3%	8%	-2%	-8%	35%
CC12CCC(C/C1=N/O)C2(C)CBr (configuration not stated)	2%	7%	36%[activator]	-1%	-1%	.	-1%	-11%	19%
CCCCn1c(NC(C)=O)c(C#N)c2nc3ccccc3nc21	10%	-6%	?	-5%	-7%	?	0%	11%	28%
CCOc1ccccc1NC(=O)CN1C(=O)COc2ccc(S(=O)(=O)N3CCCCCC3)cc21	20%	-25%	10%	-2%	12%	-3%[59 µM]	5%	-8%	29%
CSc1ccc(CNc2ccc(Cl)cc2)cc1	8%	13%	7%	-6%	-9%	.	5%	13%	51%[activator]
Cc1ccc(/C=N\NC(=O)c2cc(OCC(F)(F)F)ccc2OCC(F)(F)F)cc1	4%	4%	5%	0%	-4%	37%	15%	-11%	22%
CCCS(=O)(=O)N1CCN(C(=O)CCC2CCCC2)CC1	2%	-2%	29%	-1%	-2%	-41%[59 µM]	0%	-11%	26%
CC(/C=C1\SC(=S)N(CCC(=O)Nc2nc(C)cs2)C1=O)=C\c1ccccc1	?	?	12%	-5%	i	?	0%	40µM*	-16%
CSCC[C@H](NC(=O)Cc1c(C)c2c(cc(C)c3c(C)c(C)oc32)oc1=O)C(=O)O	?	-5%	?	1%	-4%	-14%	8%	-21%	17%
COc1ccccc1N=Nc1c(O)[nH]c2ccc(Br)cc12	?	3%	39%[activator]	-4%	1%	-10%	4%	45µM*	-2%
Cc1cc(CNCc2c(C(=O)N(C)Cc3ccccc3)nc3ccccn23)nn1C	0%	0%	13%	-1%	-6%	?	11%	-7%	29%
CCNc1ccc2c(Cl)cc(=O)oc2c1	2%	1%	80%[activator]	0%	0%	20%[59 µM]	2%	12%	70%[activator]
COc1ccc(S(=O)(=O)NCCOc2ccccc2)cc1-n1cnnn1	-5%	-19%	55%[activator]	-3%	-3%	5%	0%	-13%	48%
COc1ccc(CCN2C(=O)CC(C(C)c3ccccc3)C2=O)cc1OC (configuration not stated)	-5%	-15%	68%[activator]	-1%	-3%	6%	-7%	4%	18%
CNc1snc(C)c1C(=O)OCC(=O)c1ccc(Cl)cc1	6%	-3%	-13%	.	-4%	19%[12.7 µM]	-1%	-18%	38%[activator]
O=C(NCCC(=O)N1CCN(c2ccc(F)cc2)CC1)c1ccco1	3%	10%	14%	.	-1%	50µM*	23%	-28%	-4%
O=C(CN1C(=O)c2ccc(Br)cc2C1=O)NCC1CCCO1 (configuration not stated)	-2%	-4%	15%	-2%	7%	.	-11%	-10%	17%
CCCn1c(NCc2c[nH]c3ccccc23)nc2ccccc21	-1%	?	20%	2%	4%	?	24%	?	31%
COc1ccc(N=c2cc(-c3ccc(O)cc3)oc3ccccc23)cc1	36%[activator]	45µM*	-7%	8%	-14%	?	-10%	35µM*	?
CC(C)NC(=O)c1ccc(Cn2c(SCc3ccc(F)cc3)nc3cccnc32)cc1	-1%	4%	-8%	-1%	-5%	-1%[59 µM]	-14%	-30%	24%
O=C1NC(=S)N/C1=C/c1ccc(Oc2ccc(C(F)(F)F)cc2[N+](=O)[O-])c(Cl)c1	9%	-2%	5%	4%	-5%	15%[59 µM]	5%	-17%	6%
COc1cc(CN2CCCCCC2)cc(OC)c1	0%	0%	?	-1%	-6%	13%	2%	-6%	32%
CCN(Cc1ccccc1)c1ccc(/C=N/NS(=O)(=O)c2cccc([N+](=O)[O-])c2)cc1	0%	?	7%	-11%	3%	10µM*	-9%	?	?
c1ccc(COCCCn2cc(-c3ccccc3)nn2)cc1	0%	9%	-3%	0%	-5%	.	2%	?	60%[activator]
